# USP2a block – blocks human ubiquitin-specific protease USP2a; USP2 core, Ub-CHOP2 coupled fluorogenic reporter, 485/531; O75604; Potency, µM (series often up to 38.3 µM), for the others: at the highest dose activity change, negative = inhibition, actives largely listed as inhibitors; 0.01% of 330,000 active;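 further: potency means the concentration at half of the fitted maximal effect; plate controls were DMSO wells for no effect and full inhibition by NEM control for full effect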
# Target sequence (O75604 whole entry, looked up): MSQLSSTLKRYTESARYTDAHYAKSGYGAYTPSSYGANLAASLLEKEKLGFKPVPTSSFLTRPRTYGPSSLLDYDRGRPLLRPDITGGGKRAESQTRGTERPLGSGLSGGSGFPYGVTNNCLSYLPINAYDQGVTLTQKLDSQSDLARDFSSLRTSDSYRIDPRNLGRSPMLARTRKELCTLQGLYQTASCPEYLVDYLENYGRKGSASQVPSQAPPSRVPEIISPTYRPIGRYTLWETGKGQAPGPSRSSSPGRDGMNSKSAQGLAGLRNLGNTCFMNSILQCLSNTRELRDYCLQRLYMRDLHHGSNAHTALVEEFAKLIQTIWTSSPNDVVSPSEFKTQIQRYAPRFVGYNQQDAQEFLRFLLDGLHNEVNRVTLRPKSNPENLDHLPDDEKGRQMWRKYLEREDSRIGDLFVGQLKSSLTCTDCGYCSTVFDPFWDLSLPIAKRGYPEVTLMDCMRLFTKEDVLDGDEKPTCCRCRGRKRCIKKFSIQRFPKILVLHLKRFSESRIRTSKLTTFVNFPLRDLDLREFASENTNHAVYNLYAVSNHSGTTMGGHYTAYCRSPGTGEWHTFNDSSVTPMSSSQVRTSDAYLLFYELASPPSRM
#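 Cell-free coupled assay: 10nM USP2 core preincubated 30min RT with compound in Tris-HCl pH 8.0/CaCl2/CHAPS buffer, then 25nM Ub-CHOP2 and 25nM reporter substrate; fluorescence (Ex 485/Em 531) read after 60min RT, normalized to NEM inhibition, concentration-response curves fitted.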
# uPA generation – cell surface uPA generation inhibition. cell surface uPA generation assay, qHTS. Potency, µM (series often up to 38.3 µM), for the others: at the highest dose activity change, negative = inhibition, most hits filed as inhibitors. 0.31% of 330,000 active; active means well fitted inhibition curve with a large enough effect; inconclusive means small, poorly fitted or top-dose-only effect; inactive means no such curve, though single readings can be large or run the other way; tested in mouse RAW 264.7 cells; further: potency means the concentration at half of the fitted maximal effect; on the % scale 0 is the no-effect control and ±100 the full control effect; nearly all actives have a fitted effect of over 55% in size
# TSHR antagonist – human thyrotropin receptor antagonism; TSHR-expressing cells, TSH-stimulated cAMP HTRF, 2 h; hits give low values; P16473; activity change, negative = inhibition, % at 11.5 µM; 0.2% of 330,000 active;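 active means activity change below a set negative limit, meaning inhibition stronger than a set level, cut at about -70% in these data; inconclusive means activity change between two set negative limits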; further: on the % scale 0 is the no-effect control and ±100 the full control effect
#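 TSHR-expressing cells were treated with compounds, then stimulated with TSH at EC80 (4nM final) for 2 hours at 37 deg C. Cellular cAMP was measured by HTRF competition between lysate cAMP and cAMP-d2 for a cryptate-labelled anti-cAMP antibody.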
# B2AR arrestin – agonists driving beta-arrestin recruitment to human beta2-adrenergic receptor. Potency, µM (top dose mostly 46.1 µM), for inactives: at the highest dose activation, most hits filed as activators. beta-arrestin recruitment to beta2AR, cell-based reporter. P07550. 0.02% of 330,000 active;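 further: potency means the concentration at half of the fitted maximal effect; 0% = DMSO controls and full agonism = EC100 isoproterenol or metaproterenol; nearly all actives have a fitted effect of over 65% in size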
# TCR activator – activates T cell receptor signaling; Potency, µM (highest dose often 9.22 µM), for inactives: at the top dose activation of IL-2 secretion, actives largely listed as activators; primary human leukocytes, anti-CD3, IL-2 HTRF, 48 h; 330,000 tested, under 10 active; further: % of control where 0% means no effect
#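 Primary human leukocytes were stimulated with a-CD3 beads plus compounds for 48 hr without co-stimulation; secreted IL-2 was quantified by HTRF using a-IL-2-K (europium cryptate) and a-IL-2-d2, excited at 320nm with acceptor emission read at 665nm.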
# Tb PFK block – T. brucei PFK enzyme inhibition | 0.17% of 330,000 active | O15648 | Potency, µM (highest dose often 57.5 µM), inactives show at the top dose activity, negative = inhibition, actives largely listed as inhibitors | T. brucei PFK, ADP-Glo luminescence | AID 485367;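 further: potency means the concentration at half of the fitted maximal effect; 0% = uninhibited 1x PFK enzyme wells and -100% = no-enzyme wells; nearly all actives have a fitted effect of over 60% in size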
#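 Activity is normalized to no-enzyme wells (full inhibition) and 1.25 nM enzyme wells (no inhibition). Reaction: 0.5 mM F6P, 0.1 mM ATP, 45 min RT, ADP-Glo luminescence; concentration-response curves fitted and classed by quality.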
# Mito fusion yeast – blocks mitochondrial division or promotes mitochondrial fusion. Potency, µM (titrated, usually from 46.1 µM), without a hit: at the highest dose growth rescue (activation), usual class: activators. AID 485298. S. cerevisiae fusion-defective mutant growth rescue, CellTiterGlo 48 h. 0.23% of 320,000 active;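 further: potency means the concentration at half of the fitted maximal effect; % of control where 0% means no effect; nearly all actives have a fitted effect of over 45% in size; temperature-sensitive fusion mutants such as fzo1-1 at 37 °C on non-fermentable ethanol glycerol medium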
#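 Growth-rescue viability read-out: after 48 h at the non-permissive 37C in glycerol/ethanol YPEG, yeast mitochondrial fusion mutants are measured by CellTiterGlo luminescence; compounds (23 nl pinned per well) restoring growth score as division inhibitors or fusion activators.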
# ELG1 repair inh – ELG1-dependent DNA repair inhibition. Potency, µM (highest dose often 46.1 µM), without a hit: top-dose activity change, negative = inhibition, most hits filed as inhibitors. HEK293T ELG1-luciferase reporter, luminescence, 16 h; DNA damage induced by 5-fluorouridine. 2.3% of 330,000 active; further: potency means the concentration at half of the fitted maximal effect; on the % scale 0 is the no-effect control and ±100 the full control effect; nearly all actives have a fitted effect of over 55% in size
#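 Luminescence from the luciferase reporter, measured 30 min after ONE-Glo reagent at room temperature, was the read-out. Beforehand, 2,000 cells per well were exposed for 16 hr at 37 °C to 5-fluorouridine together with compound or vehicle.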
# Eya2 phos inh – Eya2 (human) phosphatase inhibition | 0.006% of 330,000 active | Potency, µM (highest dose often 76.9 µM), inactives show at the highest dose activity, negative = inhibition, most hits filed as inhibitors | O00167 | AID 488837 | recombinant Eya2, OMFP fluorescence dephosphorylation (OMFP is methylfluorescein phosphate); further: potency means the concentration at half of the fitted maximal effect; on the % scale 0 is the no-effect control and ±100 the full control effect
#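 Eya2 (0.2 uM) preincubated 10 min at ambient with compound, then OMFP substrate added at 50 uM; 10 min reaction in 50 mM HEPES pH 7.5, 50 mM NaCl, 5 uM MgCl2, 0.05% BSA, 1 mM DTT. Fluorescence read at Ex 485/Em 525 nm.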
# TSG101-PTAP inh – blocks PTAP/TSG101 interaction to inhibit HIV-1 budding. Q99816. Fluorescence polarization, FITC-PTAP peptide / Tsg101 binding. Potency, µM (doses to about 115 µM), for inactives: top-dose activity change, negative = inhibition, hits mostly inhibitors. 340,000 tested, under 10 active; active means well fitted inhibition curve with a large enough effect in the main read-out, with a control signal flat, not every such curve was filed as active; inconclusive means small, poorly fitted or top-dose-only effect, or effect the other way, or a change in a side signal; inactive means no such curve, though single readings can be large or run the other way; further: potency means the concentration at half of the fitted maximal effect; % of control where 0% means no effect
# Target sequence (Q99816 whole entry, looked up): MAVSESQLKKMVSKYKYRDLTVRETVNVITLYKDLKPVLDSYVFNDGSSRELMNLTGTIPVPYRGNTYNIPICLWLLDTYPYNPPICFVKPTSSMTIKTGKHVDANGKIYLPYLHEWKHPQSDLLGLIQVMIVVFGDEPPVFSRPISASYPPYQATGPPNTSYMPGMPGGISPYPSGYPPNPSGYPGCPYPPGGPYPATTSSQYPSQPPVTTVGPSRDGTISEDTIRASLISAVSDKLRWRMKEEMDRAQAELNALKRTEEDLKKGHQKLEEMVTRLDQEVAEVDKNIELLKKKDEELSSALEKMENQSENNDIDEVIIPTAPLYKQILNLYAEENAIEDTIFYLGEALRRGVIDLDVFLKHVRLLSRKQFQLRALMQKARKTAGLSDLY
#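 Compounds were pin-transferred onto Tsg101 binding domain (10 uM final) in HEPES pH 7.5 buffer, then FITC-PTAP peptide was added at 50 nM final. After 20 min at RT, polarization reported peptide displacement across a qHTS concentration series.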
# Chronic BCR inh – inhibitors of chronic active B-cell receptor signaling | 0.05% of 340,000 active | ABC-DLBCL IkBa-CBG/CBR reporter, luminescence ratio, 4 h | Potency, µM (top dose mostly 46.1 µM), for the others: at the top dose ratio change, negative = lower green/red ratio, actives largely listed as inhibitors; active means well fitted inhibition curve with a large enough effect in the signal ratio, with a control signal flat, not every such curve was filed as active; inconclusive means small, poorly fitted or top-dose-only effect, or effect the other way, or a change in a side signal; the % refers to the signal ratio;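 further: potency means the concentration at half of the fitted maximal effect; plate controls were basal doxycycline-induced cells for no effect and cells given 10 µM MG132 for full effect; MG132 reads +100%, hits lower the ratio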
#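 Cell line TMD8 (human ABC DLBCL), stably expressing tet-inducible CBG68-IkBa fusion and CBR; IMDM/0.5% FBS; cpd up to 46 uM; dox induction, 4 h, 37C/5% CO2; dual luminescence; green/red ratio; MG132 control.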
# Starred values were filed as active, the others as inactive; ? = inconclusive; . = no result given; [ ] = another dose, or the depositor's remark. Unless noted, the call rests on the fitted dose curve; in most records, active means well fitted curve in the direction sought with a large enough effect; inconclusive means small, poorly fitted or top-dose-only effect, or another doubt; inactive means no such curve, though single readings can be large; an effect the other way counts as inactive or inconclusive. Rows are unselected; any-hit rate near 3%.
Molecule	USP2a block	TSHR antagonist	Chronic BCR inh	uPA generation	ELG1 repair inh	Eya2 phos inh	B2AR arrestin	Mito fusion yeast	TSG101-PTAP inh	Tb PFK block	TCR activator
COC(=O)c1ccc(CNC(=O)COC(=O)C2CCC(C(C)(C)C)CC2)cc1 (configuration not stated)	1%	-1	-1%	12%	2%	-6%	-0.6%	-4%	-1%	1%	-2%[46.1 µM]
Cc1ccc(/C=C/C(=O)NCCCN2CCN(CCCNC(=O)/C=C/c3ccc(C)cc3)CC2)cc1	5%	6	0%	2%	-4%	-3%	-0.6%	-7%	-5%	2%	2%[46.1 µM]
CC(C)(C)c1cc[n+](-c2[nH]c(=O)sc2/C=N/NC([S-])=Nc2ccccc2)cc1	?	-2	6%	-1%	11%	?	0.1%	-1%	?	-1%	-2%
Cc1nn2c(NCc3ccccn3)cc(C(C)C)nc2c1-c1ccccc1	-4%	-3	-2%	-5%	?	-1%	-0.4%	-19%	-4%	1%	4%
COCCNC(=O)COC(=O)c1cccnc1SC	7%	1	1%	2%	-10%	18%	0.4%	-4%	-3%	4%	0%
CCCCOc1ccc(C(=O)NCC(=O)NC2CCCCC2)cc1	1%	-1	5%	10%	6%	-12%	0.0%	1%	-5%	-5%	4%
CN(C(=O)COC(=O)COc1ccccc1Cc1ccccc1)c1ccccc1	-3%	13	8%	-2%	8%	-35%	-0.8%	19%	-5%	4%	2%
CSCCC(NC(=O)COc1ccccc1)C(=O)O (configuration not stated)	5%	21	1%	1%	6%	7%	0.1%	2%	1%	4%	-6%
COc1cccc(NC(=O)CNC(=O)Cn2cnc3sc4c(c3c2=O)CCCC4)c1	3%	-8	-7%	5%	-1%	0%	0.5%	-2%	-2%	0%	-1%
CCOc1ccccc1NC(=O)CSc1nnc(CNC(=O)c2ccccc2F)o1	1%	3	8%	2%	-3%	12%	-0.5%	1%	-3%	-4%	-5%
CC(=O)NCCOC(=O)Nc1cccnc1	-1%	-3	-1%	10%	12%	-22%	0.3%	3%	-12%	5%	7%
Cc1ccc(Cn2c([N+](=O)[O-])cnc2C)cc1	3%	8	?	-2%	20%	-1%	-1.8%	-1%	-1%	0%	0%[46.1 µM]
CCC1CCCCN1CCCNC(=O)C1CCN(Cc2nc(-c3ccc(Cl)cc3)oc2C)CC1 (configuration not stated)	0%	-4	?	10µM*	-11%	0%	0.3%	-1%	-3%	0%	-13%
COc1ccc(CCNC(=O)CSc2nnc3ccc(-c4cccnc4)nn23)cc1OC	-1%	2	-18%	-1%	-3%	-8%	-0.1%	-3%	-6%	0%	0%
Cc1ccc(N(CC(=O)Nc2ccc3c(c2)OCCO3)S(=O)(=O)c2c(C)n[nH]c2C)cc1	-1%	-8	?	8%	-17%	-4%	0.2%	0%	-4%	-3%	2%

Molecule	USP2a block	TSHR antagonist	Chronic BCR inh	uPA generation	ELG1 repair inh	Eya2 phos inh	B2AR arrestin	Mito fusion yeast	TSG101-PTAP inh	Tb PFK block	TCR activator
Cn1c2c(c(O)c(-c3ccccc3)c1=O)C(=O)CC(C)(C)C2	0%	-6	5%	-8%	0%	-3%	-0.3%	3%	1%	0%	-5%[46.1 µM]
CC1=CCC2C(=O)N(CCc3c[nH]c4ccccc34)C(=O)C2C1 (configuration not stated)	0%	-16	12%	5%	?	4%	-0.8%	-2%	-5%	-5%	0%[46.1 µM]
Cc1cc(C)c(OCC(=O)OC(C)C(=O)N2CCc3ccccc32)c(C)c1 (configuration not stated)	4%	-15	-1%	1%	?	4%	-0.7%	11%	-2%	16%	.
Cc1ccccc1NC(=O)NC1(C(=O)N2CCCC2)CCCCC1	1%	-6	-3%	-2%	-6%	1%	-0.6%	0%	1%	-11%	1%
CCOc1ccc(NC(=S)Nc2cc(-c3ccccc3)[nH]n2)cc1	-1%	17	?	1%	?	5%	0.2%	-8%	-1%	0%	1%
Cc1c(C(=O)N/N=C/c2ccc(N(C)C)cc2)[nH]c2ccc(Cl)cc12	-1%	10	?	-13%	4%	-9%	-0.1%	-4%	3%	2%	-1%[46.1 µM]
O=c1[nH]c2ccsc2c(=O)n1CCO	2%	5	3%	-6%	14%	-4%	-0.4%	-1%	-5%	3%	0%
O=C(c1cc([N+](=O)[O-])ccc1Cl)N1CCc2ccccc21	1%	12	-10%	-6%	-2%	-12%	-0.6%	-1%	-2%	8%	-5%
CCc1nnc(NS(=O)(=O)c2ccc(NC(=O)c3ccc(Cl)cc3)cc2)s1	3%	-20	2%	4%	?	3%	0.5%	-9%	-4%	0%	6%
CCCc1cc(=O)[nH]c(SCC(=O)N(C)CC(=O)Nc2ccc(C)cc2)n1	1%	-5	?	9%	14%	9%[15.4 µM]	0.4%	2%	-6%	-1%	-1%
CC1CCCCN1C(=O)CCC(=O)Nc1nnc(C2CCCCC2)s1 (configuration not stated)	2%	1	0%	-6%	1%	-4%	0.1%	12%	-2%	-2%	0%
Cc1ccc(C(=O)Nc2nc(=O)n(C)s2)cc1	0%	-3	?	-13%	?	4%	0.6%	7%	-2%	2%	10%
Cc1cc(C(=S)N2CCOCC2)c(C)n1-c1ccc(F)cc1	-5%	17	?	-3%	-29%	0%	-0.1%	-3%	-4%	-24%	0%
CCc1cc[n+](-c2nc([O-])sc2C=O)cc1	23%	-8	2%	-1%	6%	3%	-0.3%	4%	-29%	-11%	3%
COC(=O)c1cc2c(-c3ccccc3)c(C)c3ccccn3c-2c1C(=O)OC	3%	-1	26%	-1%	?	10%	0.1%	23%	-9%	0%	-5%

# Exported with values under each structure: part of the list above
# Fields – USP2a block	TSHR antagonist	Chronic BCR inh	uPA generation	ELG1 repair inh	Eya2 phos inh	B2AR arrestin	Mito fusion yeast	TSG101-PTAP inh	Tb PFK block	TCR activator
> CCc1nnc(NS(=O)(=O)c2ccc(NC(=O)c3ccc(Cl)cc3)cc2)s1
→ 3%	-20	2%	4%	?	3%	0.5%	-9%	-4%	0%	6%
> Cn1c2c(c(O)c(-c3ccccc3)c1=O)C(=O)CC(C)(C)C2
→ 0%	-6	5%	-8%	0%	-3%	-0.3%	3%	1%	0%	-5%[46.1 µM]
> CC1=CCC2C(=O)N(CCc3c[nH]c4ccccc34)C(=O)C2C1 (configuration not stated)
→ 0%	-16	12%	5%	?	4%	-0.8%	-2%	-5%	-5%	0%[46.1 µM]

# Next part
Molecule	USP2a block	TSHR antagonist	Chronic BCR inh	uPA generation	ELG1 repair inh	Eya2 phos inh	B2AR arrestin	Mito fusion yeast	TSG101-PTAP inh	Tb PFK block	TCR activator
N#Cc1c(N)oc(-c2ccco2)c1-c1ccco1	1%	-2	?	-9%	26%	16%	-0.1%	0%	-1%	1%	-10%
Cn1c(CNC(=O)c2ccc3c(c2)OCO3)nnc1SCC(=O)Nc1ccc(F)cc1F	5%	-2	-23%	3%	3%	0%	0.4%	-2%	-7%	0%	1%
Cc1ccc(NC(=O)CN2C(=O)/C(=C3\SC(=S)N(C4CCS(=O)(=O)C4)C3=O)c3ccccc32)cc1 (configuration not stated)	1%	12	10%	0%	-1%	9%	0.5%	-2%	-3%	-6%	2%[46.1 µM]
COc1ccccc1NS(=O)(=O)c1ccc2oc(SCc3ccc(F)cc3)nc2c1	0%	-43	5%	2%	13%	-11%	5.6%	3%	0%	3%	-2%[46.1 µM]
CC(C)NC(=O)N(C)C[C@H]1Oc2c(NS(=O)(=O)c3cn(C)cn3)cccc2C(=O)N([C@H](C)CO)C[C@@H]1C	0%	-21	-1%	6%	13%	-8%	-0.1%	.	-2%	5%	-2%
CCOc1ccc(/C(C)=N/NC(=O)C(OC)c2ccccc2)cc1 (configuration not stated)	2%	-4	?	-4%	-17%	0%	0.1%	-21%	-3%	0%	1%

# Assay outcomes deposited in PubChem by National Center for Advancing Translational Sciences (NCATS).
